# DAX1 inh-1: DAX1 (NR0B1) inhibitors, primary screen, cell-based, HEK293, Gal4-DAX1, luciferase luminescence. HEK293 Gal4-DAX1 luciferase reporter. inhibition, % at 6.75 µM. 340,000 tested, 0.99% active. AID 504766, 2011;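 active = inhibition above the mean over all tested compounds plus 3 SD, cut at about 4.2% in these data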;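 note: 0% = DAX1-transfected cells with DMSO and 100% = empty-vector control cells with DMSO; inhibition shows as a rise in luminescence from relieved DAX1 repression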
# Target sequence (P51843 207-470 limits assumed): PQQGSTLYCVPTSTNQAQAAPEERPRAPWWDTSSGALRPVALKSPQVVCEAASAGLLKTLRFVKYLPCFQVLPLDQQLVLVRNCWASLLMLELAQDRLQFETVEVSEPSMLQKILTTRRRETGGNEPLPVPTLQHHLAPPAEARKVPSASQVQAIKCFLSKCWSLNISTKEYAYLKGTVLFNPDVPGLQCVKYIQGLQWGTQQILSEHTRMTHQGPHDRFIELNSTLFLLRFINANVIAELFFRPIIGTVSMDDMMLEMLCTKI
# hgDAF12 agonist: H. glycines DAF-12 receptor agonists, primary screen, cell-based, luminescence, HEK293, GAL4 fusion, UAS-luciferase | activation, % at 6.8 µM | Nuclear hormone receptor DAF-12 (Heterodera glycines), GAL4 fusion | 370,000 tested, 1.8% active | HEK293 GAL4-hgDAF12 UAS-luciferase reporter, agonist luminescence; normalized to butyrate control;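 active = activation above a cutoff set at the mean of all screened compounds plus 3 SD, cut at about 10% in these data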;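 note: 0% = DMSO wells and 100% = sodium butyrate wells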
# HGIII-sPLA2 inh: human group III sPLA2 inhibitors, primary screen, biochemical, QFRET, BODIPY PC-A2 liposome substrate; Group 3 secretory phospholipase A2 (Homo sapiens), Q9NZ20; QFRET BODIPY PC-A2 liposome hydrolysis, fluorescence; inhibition, % at 12.2 µM; 370,000 tested, 0.56% active;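 active = inhibition above mean plus 3 SD of compounds lying within the high and low control bounds, cut at about 19% in these data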;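 note: 0% = median of test compound wells and 100% = no enzyme DMSO wells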
# Target sequence (Q9NZ20 whole entry, looked up): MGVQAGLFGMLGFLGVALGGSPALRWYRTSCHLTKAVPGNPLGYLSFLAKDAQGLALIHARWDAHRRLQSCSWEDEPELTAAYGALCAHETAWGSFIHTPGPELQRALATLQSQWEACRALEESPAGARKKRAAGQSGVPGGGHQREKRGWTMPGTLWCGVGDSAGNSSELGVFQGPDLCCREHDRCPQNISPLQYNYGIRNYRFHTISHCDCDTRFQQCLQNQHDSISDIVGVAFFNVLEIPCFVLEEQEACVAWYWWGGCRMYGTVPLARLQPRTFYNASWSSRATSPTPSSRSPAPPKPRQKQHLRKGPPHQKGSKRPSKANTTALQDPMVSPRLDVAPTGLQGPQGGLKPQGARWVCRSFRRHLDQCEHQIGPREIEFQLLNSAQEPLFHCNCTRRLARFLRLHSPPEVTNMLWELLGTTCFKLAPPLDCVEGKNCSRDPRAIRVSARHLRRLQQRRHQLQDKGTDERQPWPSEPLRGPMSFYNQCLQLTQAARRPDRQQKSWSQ
# DAX1 inh-2: DAX1 (NR0B1) inhibitors on StAR promoter, primary screen, cell-based, luminescence, SF-1 (NR5A1), full-length DAX-1; AID 652010, 2013; inhibition, % at 6.8 µM; 370,000 tested, 1.1% active; HEK293T StAR-luciferase reporter, SF-1/DAX-1 repression relief;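 active = inhibition above the mean over all tested compounds plus 3 SD, cut at about 3.6% in these data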;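 note: 0% = DAX-1 cells with DMSO and 100% = cells lacking DAX-1 with DMSO; higher inhibition means more luminescence from relief of DAX-1 repression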
# hcDAF12 agonist: H. contortus DAF-12 nuclear receptor activators, primary screen, cell-based, luminescence, HEK293, lit1-tk-luc reporter | HEK293 hcDAF-12 lit1-tk-luc reporter; 0% DMSO, 100% Δ7-dafachronic acid | activation, % at 6.8 µM | 370,000 tested, 1.4% active | AID 652067, 2013;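 active = activation above the mean of all tested compounds plus 3 SD, cut at about 5.5% in these data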;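 note: 100% = response to 3 µM Δ7-dafachronic acid high control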
# ssDAF12 agonist: S. stercoralis DAF-12 nuclear receptor activators, primary screen, cell-based, luminescence, HEK293, GRIP1 co-expression, lit1-tk-luc. Nuclear hormone receptor DAF-12 (Strongyloides stercoralis). HEK293 ssDAF-12/GRIP1 lit1-tk-luc reporter; % of 3 µM dafachronic acid response. activation, % at 6.8 µM. AID 652126, 2013. 370,000 tested, 1% active;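 active = activation above the mean over all tested compounds plus 3 SD, cut at about 0.9% in these data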;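 note: 0% = DMSO-only wells and 100% = 3 µM delta7-dafachronic acid wells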
# GC-B act: human GC-B receptor activators, primary screen, HEK293 GC-B cells, cGMP TR-FRET, EC30 CNP; Atrial natriuretic peptide receptor 2 (Homo sapiens), P20594; 0% at EC30 CNP, 100% saturating CNP; activation, % at 10 µM; 370,000 tested, 0.11% active; AID 1920062, 2024;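 active = activation at 10 µM reaching about 35% in either raw or pattern-adjusted values, limit read from the data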
# NPR1 activator: GC-A stimulated cGMP production enhancers – HEK293 GC-A cells, cGMP TR-FRET, EC30 ANP, primary screen; 0% at EC30 ANP, 100% saturating ANP; activation, % at 10 µM; 370,000 tested, 0.14% active; AID 1671463, 2021; in the data active = activation above about 40%
# SMARCA2 activ: SMARCA2 (BRM) function activators, primary screen, cell-based, luminescence, high throughput. MG213 cells, MMTV-luciferase reporter, dexamethasone, overnight. activation, % at 9.1 µM. 370,000 tested, 1% active. AID 652017, 2013; in the data active = activation above about 7.8%;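 note: 0% = vehicle wells and 100% = reference activator wells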
# KLK7 zymogen act: proKLK7 zymogen activators, primary screen, biochemical, fluorescence intensity; purified proKLK7, EDANS-DABCYL substrate fluorescence; 100% is mature enzyme control, 0% vehicle; activation, % at 7 µM; 370,000 tested, 0.9% active;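 active = activation above the mean of all tested compounds plus 3 SD, computed per campaign excluding outliers beyond control limits, cut at about 13% in these data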
# Target sequence (P49862 whole entry, looked up): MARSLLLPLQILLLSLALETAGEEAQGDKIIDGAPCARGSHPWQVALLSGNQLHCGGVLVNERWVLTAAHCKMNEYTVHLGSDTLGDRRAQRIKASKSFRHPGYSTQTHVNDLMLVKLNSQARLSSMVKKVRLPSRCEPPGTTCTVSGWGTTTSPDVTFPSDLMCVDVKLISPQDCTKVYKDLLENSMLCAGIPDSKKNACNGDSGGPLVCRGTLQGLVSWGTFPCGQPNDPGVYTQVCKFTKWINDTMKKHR
# GAA850 FXN act: FXN promoter activators, primary screen, cell-based, luciferase luminescence, HEK293 lucGAA850. HEK293 lucGAA850 FXN promoter luciferase reporter, 24 h; percent of 10 µM SAHA response. 360,000 tested, 0.56% active. activation, % at 6 µM;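 active = activation above the average of all compounds screened plus 3 SD, cutoff fixed separately per campaign, cut at about 7.5% in these data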;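 note: 0% = DMSO wells and 100% = 10 µM SAHA wells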
# An asterisk follows results filed as active; nt = no result given; & = joins results of further samples.
SMILES,DAX1 inh-1,hgDAF12 agonist,HGIII-sPLA2 inh,DAX1 inh-2,hcDAF12 agonist,ssDAF12 agonist,GC-B act,NPR1 activator,SMARCA2 activ,KLK7 zymogen act,GAA850 FXN act
O=C(COC(=O)c1ccccc1NC(=O)c1ccco1)NCc1ccc2c(c1)OCO2,1.5,0.0,4,-0.1,-0.6,-0.9,-1,-3,-5,-0.5,-1.9
O=c1oc2ccc(C#CC3(O)CCCCC3)cc2cc1-n1cc(C2(O)CCCCC2)nn1,0.2,2.3,0,0.0,-0.7,-0.5,0,0,1,-1.0,1.8
O=C(CCN1C(=O)COc2ccccc21)NCCC1=CCCCC1,-1.9,-2.0,6,-0.1,-0.3,-0.1,5,2,-3,-0.2,0.5
CC(NC(=O)Cc1cccs1)c1ccc2c(c1)OCO2 (stereo unspecified),0.0,0.9,2,0.1,-0.1,-1.4,-1,3,-1,-0.6,-1.9
COC(=O)CSC1=C(C#N)C(c2ccsc2)CC(=O)N1 (stereo unspecified),-1.2,0.1,2,0.5,-1.7,-1.1,7,3,0,0.3,-2.2
CC(=O)Nc1ccc(S(=O)(=O)NCc2nc(-c3ccc(C)cc3)no2)cc1,-0.7,0.1,-3,-1.5,-1.6,-1.6,-1,1,-1,-0.3,-0.2
O=C(OCC(=O)c1cccs1)c1cccc(C(=O)OCC(=O)c2cccs2)n1,0.2,-1.7,4,0.7,0.1,-1.4,-6,-1,-2,0.2,1.9
CCCCNC(=O)O/N=C(\N)CS(=O)(=O)C(C)(C)C,2.9,-0.9,3,0.4,-0.8,-1.0,0,1,0,-0.2,-0.2
CCOc1ccc(C(=O)NNC(=O)c2cc(S(=O)(=O)N3CCOCC3)ccc2Cl)cc1,0.3,0.1,-1,-1.2,0.2,-1.4,2,2,-2,0.3,2.2
COc1ccc(CNC(=O)CN(Cc2ccc(F)cc2)C(=O)CCC(=O)Nc2nccs2)cc1,-1.0,-0.1,-4,-0.2,-1.0,-1.9,1,-5,-3,-0.5,-1.2
COc1ccccc1/C=N/NC(=O)CC(=O)Nc1ccc(Cl)c(Cl)c1,0.3,0.5,-28,-0.5,-0.9,-0.5,-8,-10,0,0.2,-0.2
CCn1nnc2cc(C(=O)NCC(c3ccccc3OC)N(C)C)ccc21 (stereo unspecified),0.1,3.0,-1,0.0,0.8,-0.6,2,-2,-1,-0.2,0.5
COc1ccc(OC)c(S(=O)(=O)N2CCCC(N3CCN(c4ccccc4)CC3)C2)c1 (stereo unspecified),0.2,0.1,10,0.3,-0.2,-1.0,-4,-1,-4,-0.6,-0.8
O=C(COC(=O)c1cc(=O)[nH]c2ccccc12)Nc1nc(-c2ccc(F)cc2)cs1,-0.1,4.0,-12,0.5,-1.2,-0.9,4,16,3,0.3,3.4
O=C(NCCO)c1ccc2c(c1)S(=O)(=O)c1ccccc1C2=O,-1.6,0.4,1,0.1,1.3,-1.3,-1,-1,2,0.3,1.4

# Copied from the results shown for reference:
SMILES,DAX1 inh-1,hgDAF12 agonist,HGIII-sPLA2 inh,DAX1 inh-2,hcDAF12 agonist,ssDAF12 agonist,GC-B act,NPR1 activator,SMARCA2 activ,KLK7 zymogen act,GAA850 FXN act
O=C(COC(=O)c1ccccc1NC(=O)c1ccco1)NCc1ccc2c(c1)OCO2,1.5,0.0,4,-0.1,-0.6,-0.9,-1,-3,-5,-0.5,-1.9
O=c1oc2ccc(C#CC3(O)CCCCC3)cc2cc1-n1cc(C2(O)CCCCC2)nn1,0.2,2.3,0,0.0,-0.7,-0.5,0,0,1,-1.0,1.8

# The results go on:
SMILES,DAX1 inh-1,hgDAF12 agonist,HGIII-sPLA2 inh,DAX1 inh-2,hcDAF12 agonist,ssDAF12 agonist,GC-B act,NPR1 activator,SMARCA2 activ,KLK7 zymogen act,GAA850 FXN act
CC(=O)O/N=C/c1c(Cl)n(C)c2ccccc12,0.1,-0.1,-4,-0.1,-1.4,-1.1,0,-4,-2,-0.3,1.8
Cc1ccc(C)c(S(=O)(=O)Nc2ccc(C(=O)NCCc3ccccn3)cc2)c1,-0.9,-3.2,-5,2.5,0.5,-1.4,-9,-28,2,-0.1,0.9
COc1ccc(OC)c(-c2cc(C(=O)Nc3ccccc3C(N)=O)c3ccccc3n2)c1,nt,-6.0,-11,-1.5,-3.5,-1.1,15,9,-1,1.6,-4.6
O=C(C1=C(O)C(=O)N(CC2CCCO2)C1c1ccccc1)c1ccco1 (stereo unspecified),1.6,-0.8,-5,0.7,-2.1,-0.7,3,7,0,-0.5,-0.2
CC(C)(C)c1ccc(C(=O)NC(=S)NCc2cccnc2)cc1,-0.1,-1.5,-10,-2.1,-2.4,-2.1,8,1,-4,0.2,-1.0
COc1ccccc1CNC(=O)/C=C/c1cc2c(cc1Br)OCO2,0.6,-1.5,2,-0.8,0.5,-1.1,-2,-1,-1,-0.5,-1.4
Cc1ccc(N2CCN(/N=C/c3ccccc3)CC2)cc1,-0.9,-2.1,5,0.9,-1.0,-1.4,3,5,-3,0.5,0.8
Cc1cc(NC(=O)CCN2C(=O)C3C4C=CC(C4)C3C2=O)ccc1Br (stereo unspecified),0.6,0.2,2,0.2,0.6,-0.6,5,-2,1,0.8,-0.3
CSCC[C@H](NC(=O)OC(C)(C)C)C(=O)N1CCC(C(=O)N[C@H](C(=O)O)C(C)C)CC1,-0.5,-0.4,-4,0.1,-1.1,-1.5,1,0,-4,0.3,-0.1
OCCSc1nnc(Nc2ccccc2)s1,2.0,6.7,7,0.5,2.9,-1.2,7,3,1,-0.7,0.0
Cn1c2ccccc2c2cc(C(=O)N3CCOCC3)sc21,0.3,1.6,3,0.6,-1.4,-1.3,3,1,-3,-0.6,1.2
CCCCc1nnc(NC(=O)CSc2nc(=O)cc(N)n2-c2ccccc2)s1,0.0,-0.2,-2,-0.2,-0.1,-1.0,1,5,0,0.1,1.9
O=C(CSc1nncn1-c1ccccc1)Nc1c(F)cccc1F,-0.2,-1.1,9,-0.1,-1.8,-0.8,7,-2,-3,-0.3,-2.1
COc1cccc(CCNC(=O)CC2C(=O)NCCN2Cc2ccc(Cl)c(F)c2)c1 (stereo unspecified),-0.6,-2.8,4,-1.0,-0.4,-1.6,1,-2,-3,-0.2,1.3
COc1ccc(NC(=S)N2CCC(NC(=O)C3CCCCC3)CC2)cc1,2.5,2.3,4,0.4,2.8,-0.9,1,1,8,0.1,3.1
Cc1cc(Br)ccc1OCc1nnc(-c2ccccc2)o1,nt,3.6,0,0.7,0.5,-1.2,-13,-2,4,0.5,4.6
Cc1nc(-c2ccccc2)sc1C(=O)/C=C/c1ccccc1,5.3*,4.5,1,0.3,1.6,-0.8,-2,2,2,0.3,3.9
CCC(C(=O)Nc1nccs1)c1ccccc1 (stereo unspecified),-0.7,0.3,4,-0.9,-1.2,-0.5,-4,-2,-8,0.7,-0.4
COc1ccccc1N1C(N)=NC(N)=NC1(C)C,0.7&-0.8,-3.1&0.4,11&0,0.5&0.3,-0.6&0.1,-0.2&-1.4,-2&-4,-1&1,-6&0,-0.8&-0.3,-0.8&4.4
Cc1cc(=O)[nH]c(SCc2cc(=O)n3nc(C)sc3n2)n1,-0.8,-1.9,-1,1.5,0.0,-1.3,1,0,-3,0.1,1.0
O=C(COc1ccc(Cl)cc1Cl)NC1CC1,1.7,3.3,-8,1.1,1.0,-0.4,-1,7,2,0.1,4.7
COc1ccc(S(=O)(=O)N2CCC(C(=O)Nc3c(F)cccc3F)CC2)cc1,0.0,0.5,1,1.2,-0.2,-1.6,-1,0,2,0.1,-0.3
CC1(C(=O)N2Cc3ccccc3C2)CCN1C(=O)C1(c2ccccc2)CC1 (stereo unspecified),nt,-3.5,1,-0.1,0.5,-0.8,1,1,-1,0.5,-2.3
Cc1cccc(C(=O)N2CCN(C(=O)c3cccc(C)c3)C(C)C2)c1 (stereo unspecified),0.5,-1.9,3,-0.8,-2.2,-1.7,3,0,-3,0.5,-1.4
COc1ccccc1C(=O)N(Cc1ccco1)C1CCS(=O)(=O)C1 (stereo unspecified),0.0,-0.6,6,-0.5,-1.8,-1.2,4,4,-1,0.6,-0.8
CCC(C)(C)n1nnnc1C(c1ccccc1)N1CCN(Cc2ccccc2)CC1 (stereo unspecified),0.1,-2.4,1,-0.4,-0.6,-1.0,1,-3,1,0.7,1.8
CCC(=O)N(c1nnc(SCC(=O)Nc2ccc(N3CCOCC3)cc2)s1)C1CC1,-0.2,-1.2,2,0.2,-1.1,-1.5,-2,-1,2,-0.1,-0.8
Cn1cccc1CC(=O)NNC(=O)Nc1ccc(F)cc1,0.9,2.8,-9,-0.1,-1.9,-1.6,3,4,-1,0.2,-1.4
O=C(CNC(=O)c1ccc(Br)o1)NCCc1ccc(F)cc1,0.2,-0.9,1,-0.8,1.7,-0.1,-3,0,-3,-0.7,0.9
Nc1ccc(-n2nncc2-c2ccc(Cl)cc2)cc1,0.7,-5.1,2,-0.8,-2.0,-1.3,-2,3,-2,-0.5,-2.6
CCCCN1C(=O)C(CC(=O)NCCCCc2ccccc2)CC(C(=O)N(C(C)C)C(C)C)=C1C (stereo unspecified),0.9,-0.5,2,0.0,-1.8,-0.7,3,1,-5,-0.4,-3.0
CN(C)S(=O)(=O)c1ccc(C(=O)OC2CCOC2=O)cc1 (stereo unspecified),-0.7,0.5,1,-0.3,-0.2,-1.3,-1,4,-1,0.0,1.9
Cc1ccc(S(=O)(=O)CCC(=O)OCC(=O)NCCc2ccc(S(N)(=O)=O)cc2)cc1,1.1,0.3,1,0.2,0.5,-0.8,3,3,0,-0.7,-0.3
Cn1nnnc1SCc1nc2ccccc2[nH]1,2.9,3.1,-5,0.2,0.5,-0.7,0,0,-1,-0.1,1.6
CC(=O)Nc1ccc(S(=O)(=O)N(C)c2ccc(OCC(=O)OCC(=O)Nc3ccc(OC(F)F)cc3)cc2)cc1,3.4,1.7,-23,0.2,-0.1,-1.0,-10,-4,3,1.2,0.5
C/C(=N\NC(=O)CNC(=O)C(c1ccccc1)c1ccccc1)c1ccccc1,-0.5,-0.6,3,0.1,0.6,-0.9,3,-7,-4,-0.2,1.7
CCCCCC(=O)NC(Cc1ccc(OC)c([N+](=O)[O-])c1)C(=O)O (stereo unspecified),1.6,2.8,10,0.7,0.1,-1.3,-1,-2,-4,0.1,-1.7
COC(=O)C1CC(c2ccc(Cl)cc2)=NO1 (stereo unspecified),1.3,-3.9,2,0.0,0.3,-0.3,-6,4,-2,0.3,0.0

# This is a random part of the collection; overall some 6.7% were active at least once.
